Screens from PubChem.
FEN1 inh: qHTS Assay for the Inhibitors of Human Flap endonuclease 1 (FEN1); Recombinant FEN1 flap cleavage, fluorescence, 15 min; Potency, µM (doses to about 114 µM), without a hit: top-dose activity change, negative = inhibition, hits mostly inhibitors; 390,000 tested, 0.35% active; note: nearly all actives have a fitted effect of over 65% in size
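Steps: FEN1 (10 nM) dispensed; compound added by pin tool; 15 min at room temperature; substrate added to 50 nM final; reads at 0 min and 15 min; data normalized and fitted (four-parameter Hill).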
DT40 TDP1 CPT: qHTS for Inhibitors of human tyrosyl-DNA phosphodiesterase 1 (TDP1): qHTS in cells in presence of CPT | chicken DT40 Tdp1-/-;hTDP1 cells + 20 nM CPT, ATP luminescence, 48 h | Potency, µM (highest dose often 46.2 µM), without a hit: top-dose activity change, negative = growth inhibition, usual class: inhibitors | 420,000 tested, 12% active | AID 686979, 2013; note: nearly all actives have a fitted effect of over 55% in size
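Chicken DT40 Tdp1-/- cells complemented with human TDP1, 400 cells/well, exposed to compounds plus 20 nM camptothecin for at least 48 h at 37 C; viability read as ATP content by CellTiter-Glo luminescence.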
KAT2A inh: qHTS Assay for Inhibitors of GCN5L2. 390,000 tested, 0.21% active. Potency, µM (top dose mostly 58.9 µM), for the others: top-dose activity change, negative = inhibition, hits mostly inhibitors. GCN5L2 HAT assay, ThioGlo1 CoA-SH fluorescence. Histone acetyltransferase KAT2A (Homo sapiens), Q92830
Target sequence (Q92830 whole entry, looked up): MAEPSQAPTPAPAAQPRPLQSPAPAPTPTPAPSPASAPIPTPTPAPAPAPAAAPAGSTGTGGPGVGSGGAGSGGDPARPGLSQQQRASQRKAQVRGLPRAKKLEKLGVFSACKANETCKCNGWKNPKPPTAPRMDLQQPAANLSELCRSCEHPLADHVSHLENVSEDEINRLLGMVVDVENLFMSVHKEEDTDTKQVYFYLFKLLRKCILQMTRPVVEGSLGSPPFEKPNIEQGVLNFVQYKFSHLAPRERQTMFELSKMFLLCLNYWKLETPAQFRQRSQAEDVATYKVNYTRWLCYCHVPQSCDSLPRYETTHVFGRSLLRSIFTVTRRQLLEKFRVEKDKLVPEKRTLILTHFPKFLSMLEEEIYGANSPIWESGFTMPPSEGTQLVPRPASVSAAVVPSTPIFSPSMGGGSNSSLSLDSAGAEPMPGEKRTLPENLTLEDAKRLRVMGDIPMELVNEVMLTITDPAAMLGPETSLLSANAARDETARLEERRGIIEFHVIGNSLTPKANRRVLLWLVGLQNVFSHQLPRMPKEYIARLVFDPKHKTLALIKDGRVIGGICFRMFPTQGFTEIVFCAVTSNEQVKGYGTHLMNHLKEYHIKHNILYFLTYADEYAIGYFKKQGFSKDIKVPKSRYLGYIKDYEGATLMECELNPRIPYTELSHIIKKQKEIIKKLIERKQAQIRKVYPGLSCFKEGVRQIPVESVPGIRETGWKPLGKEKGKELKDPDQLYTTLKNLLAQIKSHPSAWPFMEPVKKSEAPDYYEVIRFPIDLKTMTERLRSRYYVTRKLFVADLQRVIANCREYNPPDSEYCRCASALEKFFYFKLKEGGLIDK
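ThioGlo1-coupled HAT assay: 20nM GCN5L2, 70uM acetyl-CoA, 75uM H3(1-25) peptide, pH 7.5. Fluorescence read at 340/540nm at start and after 20 min at room temperature.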
* hit, by the source's call; ? = inconclusive; . = no result given; & = joins results of further samples; [ ] = dose if it differs, or a comment. Calls come from the whole dose curve; as a rule, active = well fitted curve in the direction sought with a large enough effect; inconclusive = small, poorly fitted or top-dose-only effect, or another doubt; inactive = no such curve, though single readings can be large; an effect the other way counts as inactive or inconclusive. % is set by controls: 0 for no effect and ±100 for the full control effect; potency is the fitted concentration of half-maximal effect. The list is partial. The share of hits here may be higher or lower than overall.

Results follow in this order: DT40 TDP1 CPT | KAT2A inh | FEN1 inh
O=C(CCCC1=NS(=O)(=O)c2ccccc2N1)Nc1ccccc1
    2.8% | -18.1% | 21.4%
CCN(CC(=O)Nc1ccc(NC(C)=O)cc1)C(=O)c1cc(C)on1
    15.9% | -13.4% | -6.6%
CN(C)C1(CNC(=O)C2CCC(=O)N(CCc3ccc(Cl)cc3)C2)CCCCC1 (stereo unspecified)
    4.6% | ? | 0.7%
COC(=O)c1ccc2c(=O)n(CCCCCC(=O)NCCc3ccccc3)c(=O)[nH]c2c1
    ? | -0.2% | 9.8%
COC(=O)c1c(NC(=O)COC(=O)c2ccc(NC(=O)CC#N)cc2)sc2c1CCCCC2
    -23.6% | 21.1% | ?
Cc1nnc(SCC(=O)N(C)C2CCCCC2)n1C
    -3.6% | 0.7% | 0.3%
C[C@@H]1CC[C@H]2C(=O)N3[C@@H](CC[C@@H](C)[C@@H]3c3ccc(Br)cc3)C(=O)N2[C@H]1c1ccc(Br)cc1
    ? | -5.6% | 1.6%
c1ccc2oc(-c3ccc(Nc4nc(N5CCOCC5)nc(N5CCOCC5)n4)cc3)nc2c1
    -25.6% | . | -14.4%
COc1ccc(NS(=O)(=O)c2ccc(C)c(NC(=O)c3ccc(C)c(S(=O)(=O)N4CCOCC4)c3)c2)cc1
    ? | -3.9% | -9.6%
COc1ccccc1OCCCCCc1c(C)n[nH]c1C
    ? | ? | -12.6%
Cc1ccn2c(Nc3ccc4c(c3)OCO4)c(-c3ccc(N(C)C)cc3)nc2c1
    13µM* | -25.1% | -10.9%
CC1CCN(c2nc3c(cc2C#N)COC(C)(C)C3)CC1
    ? | 4.3% | -2.5%
c1ccn(CCc2ccncc2)c1
    12.1% | . | -7.1%
CC(CC(=O)Nc1ccccc1C(F)(F)F)c1ccccc1 (stereo unspecified)
    -10.5% | -4.9% | -2.4%
O=C(Cn1c(-c2cncs2)nc2ccccc21)NCc1ccccc1
    6.7% | 0.9% | -13.7%
CCOc1ccc(OCC(=O)OC(C)C(=O)NC2CCCC2)cc1 (stereo unspecified)
    14.6% | 2.0% | 5.7%
O=C(NC1(C(F)(F)F)N=C(c2ccccc2)N(C2CCCCC2)C1=O)c1ccccc1F (stereo unspecified)
    ? | -6.1% | 0.5%
CC(C)Sc1nc(N2CCOCC2)c2c(c1C#N)CC(C)(C)SC2
    ? | -7.5% | -17.4%
COc1cccc(C(=O)Nc2cc(-c3cn4cccnc4n3)ccc2C)c1
    -4.6% | -11.3% | -3.3%
CC1(C)CC(=O)C(C=NCCN2CCN(C(=O)c3ccc(F)cc3)CC2)=C(O)C1
    -9.6% | -3.6% | -2.2%

2 records drawn at random from those above, as already listed:
Results follow in this order: DT40 TDP1 CPT | KAT2A inh | FEN1 inh
c1ccn(CCc2ccncc2)c1
    12.1% | . | -7.1%
CC1(C)CC(=O)C(C=NCCN2CCN(C(=O)c3ccc(F)cc3)CC2)=C(O)C1
    -9.6% | -3.6% | -2.2%

(cont.)
Results follow in this order: DT40 TDP1 CPT | KAT2A inh | FEN1 inh
COc1cc(NC(=S)NCCCN2CCOCC2)cc(OC)c1OC
    13.7% | 2.4% | -4.1%
Cc1cc(/C=N/NC(N)=O)c(C)n1C1CCCCC1
    -15.3% | -4.0% | 1.2%
OC[C@H]1O[C@@H](n2cnc3c(NC4CCCC4)nc(Cl)nc32)[C@H](O)[C@@H]1O
    -22.3%&-28.8% | -5.3%&5.5% | -10.7%
COc1ccc(CC(=O)NNC(=O)CN(C)S(=O)(=O)c2ccc(Cl)cc2)cc1OC
    -11.6% | -12.2% | 11.9%
CC(NC(=O)/C(=C\c1cccc([N+](=O)[O-])c1)NC(=O)c1ccco1)C(=O)O (stereo unspecified)
    -10.0% | -1.9% | -13.0%
CCN(CCCNC(=O)c1cc2c(Cl)nc3ccccc3c2s1)Cc1ccccc1
    ? | -1.0% | ?
O=C(c1ccco1)N1CCN(CC(O)Cn2c3ccccc3c3ccccc32)CC1 (stereo unspecified)
    18.4µM* | -1.3%[0.501 µM] | 3.7%
COc1cc(NC(=O)CCc2nnc3ccc(N4CCN(c5cccc(OC)c5)CC4)nn23)cc(OC)c1
    -21.9% | 5.8% | -3.0%
Cc1ccc2cc(C#N)c(N3CCCN(S(=O)(=O)c4ccc(F)cc4)CC3)nc2c1
    ? | -11.8% | -0.4%
CCOc1ccc(OCc2cccc(C(=O)N/N=C/c3cccnc3)c2)cc1
    -7.6% | -3.0% | 6.1%

Some of these compounds in order of formula weight, highest first.
Results follow in this order: DT40 TDP1 CPT | KAT2A inh | FEN1 inh
CCN(CCCNC(=O)c1cc2c(Cl)nc3ccccc3c2s1)Cc1ccccc1
    ? | -1.0% | ?
CCOc1ccc(OCc2cccc(C(=O)N/N=C/c3cccnc3)c2)cc1
    -7.6% | -3.0% | 6.1%
CC(NC(=O)/C(=C\c1cccc([N+](=O)[O-])c1)NC(=O)c1ccco1)C(=O)O (stereo unspecified)
    -10.0% | -1.9% | -13.0%
OC[C@H]1O[C@@H](n2cnc3c(NC4CCCC4)nc(Cl)nc32)[C@H](O)[C@@H]1O
    -22.3%&-28.8% | -5.3%&5.5% | -10.7%
COc1cc(NC(=S)NCCCN2CCOCC2)cc(OC)c1OC
    13.7% | 2.4% | -4.1%

(continued)
Results follow in this order: DT40 TDP1 CPT | KAT2A inh | FEN1 inh
Cc1cc(C)c2[nH]c(C(=O)Nc3ccc4c(c3)OCO4)cc2c1
    ? | -10.9% | -21.6%
O=C(Nc1cccc(C(F)(F)F)c1)C1CCCN(S(=O)(=O)c2cccc3nonc23)C1 (stereo unspecified)
    ? | -6.8% | 4.2%
COc1cc(-c2nnc(SCC(=O)Oc3ccccc3)o2)cc(OC)c1OC
    -2.3% | -12.1% | -0.6%
CCC(=O)Oc1cccc(C(=O)Nc2cccc(NC(=O)c3ccco3)c2)c1
    -20.0% | -5.3% | 11.4%
CCCNC(=O)C(=O)NCCC1=CCCCC1
    -2.3% | -1.6% | -8.6%
CN(C)c1ccc(-c2ccccc2)nn1
    -22.2% | -3.4% | 2.2%
COc1nccnc1NS(=O)(=O)c1ccc(N=Cc2c(C)[nH]n(-c3ccccc3)c2=O)cc1
    -28.5% | -7.4% | 14.6%
COC(=O)c1c(NC(=O)CC2Nc3cc(C)c(C)cc3NC2=O)sc(C)c1C (stereo unspecified)
    20.6µM* | 1.4% | -4.5%
CCc1nn(-c2ccccc2)c2nc(-c3ccc(O)cc3)c3cc(OC)c(OC)cc3c12
    0.8% | -3.3% | 2.5%
CC(=O)NNS(=O)(=O)c1ccccc1[N+](=O)[O-]
    -4.5% | 7.1% | 8.9%
O=C(NCc1ccco1)c1ccc2nccnc2c1
    -2.8% | -0.2% | 1.3%
CSc1ncccc1C(=O)Nc1cc(C)ccn1
    -2.6% | 4.3% | 22.8%
O=C(CN1C(=O)CSc2ccccc21)NCCC1=CCCCC1
    -0.1% | -5.8% | 23.4%
COc1cc(CNCCCN2CCOCC2)c(Br)cc1OC(C)C
    -10.1% | -11.9% | 13.6%
Cn1c(SCC(=O)N2CCCc3ccccc32)ncc(C(=O)Nc2ccc(Cl)cc2)c1=O
    -18.7% | -23.6% | 18.3%
CCn1c(=O)c2cc(C(=O)N3CCN(c4cccc(Cl)c4)CC3)sc2c2ccccc21
    14.6µM* | -3.8% | 9.0%
COc1ccc(S(=O)(=O)NCC2CCCN(C(=O)c3ccccc3)C2)cc1 (stereo unspecified)
    4.8% | -0.1% | -6.6%
O=C(NCc1ccco1)C1CCN(C(=O)c2cc3sccc3n2Cc2ccc(F)cc2)CC1
    ? | -8.1% | 0.5%
CCN(Cc1ccccc1)C(=O)C1CCN(C(=O)Nc2ccccc2)CC1
    -16.2% | -3.3% | -5.6%
O=C(Nc1ccc(Cc2nc3ccccc3s2)cc1)c1ccncc1
    ? | -7.3% | 7.4%
COc1ccc(NC(=O)CSc2nnc(-c3cccnc3)s2)cc1
    -0.1% | -2.8% | -12.4%
COc1ccc(C(=O)Nc2nc(C)cc(C)n2)cc1[N+](=O)[O-]
    ? | -2.7% | 4.5%
O=C(NCc1ccc(S(=O)(=O)NC2CCCCC2)s1)c1ccccc1
    1.5% | 1.1% | -2.2%
CCOc1ccc(C(=O)Nc2nnc(S(=O)(=O)Nc3ccccc3)s2)cc1
    5.0% | 1.7% | 5.5%
O=C1CN(C(=O)c2ccccc2Cl)c2ccccc2N1
    3.9% | -9.8% | 3.5%
Cc1cccc(OCC(=O)Nc2ccc3c(c2)nc(CN2CCCCC2)n3C)c1
    ? | -21.2%&-2.1% | 13.4%&8.5%
Cc1ccc2nc(N3CCN(Cc4nnnn4C4CCCC4)CC3)c(C#N)cc2c1
    ? | -6.3% | -20.8%
CCc1ccc(-c2cc(C)no2)cc1S(=O)(=O)Nc1cc(OC)c(OC)c(OC)c1
    16.4µM* | 1.2% | 13.1%
CSc1ccccc1NC(=O)CN(Cc1ccc(Cl)cc1)S(C)(=O)=O
    -21.9% | -2.1% | -3.5%
COc1ccc(N2CCN(C(C)=C3C(=O)c4ccccc4C3=O)CC2)cc1
    -17.9% | 1.3% | 10.0%
CCCCOc1ccc(/C=C/C(=O)OCC(=O)c2c(N)n(C)c(=O)n(C)c2=O)cc1OCC
    15.0% | -2.6% | 0.8%
O=S(=O)(Cc1ccccc1)N1CCC(N2CCN(c3ccccc3)CC2)CC1
    -2.3% | -2.1% | -20.7%
CC(CNC(=O)c1ccc2c(c1)nc1n2CCOC1)c1ccccc1 (stereo unspecified)
    -1.7% | 1.9% | -3.1%
O=C(COC(=O)c1ccccc1SCC(=O)N1CCCC1)NCc1ccccc1
    -19.1% | -1.4% | -9.8%
C=CCn1c(CCNC(=O)c2ccccc2F)nnc1SCC(=O)Nc1nc2ccccc2s1
    -25.3% | -7.1%[0.501 µM] | 11.2%
CS(=O)(=O)N(Cc1ccccc1)c1ccc(C(=O)Nc2ccc(C(N)=O)cc2)cc1
    -2.9% | -2.9% | -2.7%
CCOc1cc2c(cc1OCC)C(c1ccc(F)cc1)NCC2 (stereo unspecified)
    -13.1% | . | -6.7%
COc1cc(/C=N/NC(=O)CSc2ccccn2)ccc1O
    -0.2% | -7.8% | 4.9%
COc1ccc(OC)c(NC(=O)Cn2c(=O)n(Cc3ccccc3)c(=O)c3ccccc32)c1
    ? | -5.4% | 6.4%
CC(C)CCNC(=O)Nc1ccc2c(c1)N(C)C(=O)CS2
    8.2% | . | 0.4%
Cn1nc(C(=O)Nc2nnc(C3CC3)s2)c2ccccc2c1=O
    ? | -1.7% | -1.1%
Cc1nc(NCCc2ccc(O)cc2)c2nnn(Cc3ccccc3)c2n1
    ? | -7.6% | -2.1%
CCN(c1ccccc1)S(=O)(=O)c1ccc(F)cc1
    ? | -20.0% | -17.0%
CN(C(=O)c1cccc(NC(=O)Cc2ccc(NC(=O)C3CCN(C(=O)C4CCC4)CC3)cc2)c1)C1CCCC1
    -16.8% | . | -13.3%
Cc1ccc(N)cc1-n1c(C)ccc1C
    ? | -11.3% | 1.4%
O=C(COc1cc2oc(=O)c3c(c2cc1Cl)CCC3)NCCCN1CCOCC1
    -7.8% | -1.7% | -6.0%
COc1cc(NS(=O)(=O)c2ccc3c(c2)NC(=O)CO3)cc(OC)c1
    -1.3% | 2.3% | -0.9%
Cc1c(C(=O)Nc2ccc(OC(F)(F)F)cc2)sc2nc3n(c(=O)c12)CCC3
    ? | -20.3% | -11.6%
CN(C)c1ccc(C(=O)Nc2ccc(O)c3c(=O)cc(-c4ccccc4Cl)oc23)cc1
    -27.3% | -6.2% | -27.4%&-20.6%
COc1ccc(S(=O)(=O)Nc2ccccc2C(=O)OC2CCCN(C)C2)cc1OC (stereo unspecified)
    -10.2% | 0.6% | -3.4%

New compounds follow
Results follow in this order: DT40 TDP1 CPT | KAT2A inh | FEN1 inh
COc1ccc(Cn2c(CNS(=O)(=O)c3ccc(C)c(C)c3)nc3cccnc32)cc1
    -25.9% | -0.7% | 1.6%
CC(C)c1ccc(C2/C(=C(/O)c3ccc(F)cc3)C(=O)C(=O)N2CCCN2CCOCC2)cc1 (stereo unspecified)
    9.8% | -0.5% | 16.1%
O=C(Nc1cc([N+](=O)[O-])ccc1Cl)C1CC1
    9.2% | 2.5% | 9.4%
CC(NCC1(N2CCOCC2)CCCCC1)C(=O)Nc1ccc(Cl)cc1Cl (stereo unspecified)
    ? | -1.5% | -14.0%
COc1ccc2[nH]c(=O)cc(C(=O)O)c2c1
    0.3% | -20.2% | -10.5%
O=C(NCCc1c[nH]c2ccccc12)/C(=C\c1cccnc1)NC(=O)c1ccccc1Br
    ? | -3.8% | 17.0%
O=C(CSCc1ccco1)NC1CCCC1
    -2.5% | 0.3% | ?
Nc1nc(-c2ccccc2)ns1
    -1.9% | . | -10.3%
CCOC(=O)N1CCN(C(=O)c2ccc(CS(=O)(=O)c3c(Cl)cccc3Cl)o2)CC1
    ? | ? | -0.1%
